High-throughput results deposited in PubChem BioAssay by NCI.
All columns: NCI-60 one-dose screen, growth in % after 48 h at 10 µM unless noted; 100 = growth as untreated, 0 = no growth, -100 = all killed.
HCT-15 = HCT-15 colon cancer | AID 1794746 | hit rate 5.2% among 82,000
SNB-75 = SNB-75 CNS cancer. hit rate 5% among 79,000
HT29 = HT29 colon cancer | AID 1794748 | hit rate 7.4% among 81,000
SNB-19 = SNB-19 CNS cancer cells. hit rate 2.5% among 81,000. AID 1794751
SW-620 = SW-620 colon cancer | hit rate 5.2% among 82,000
HCC-2998 = HCC-2998 colon cancer | hit rate 4.7% among 79,000
COLO 205 = COLO 205 colon cancer; hit rate 7.3% among 79,000; AID 1794742
HCT-116 = HCT-116 colon cancer | hit rate 7.3% among 82,000
KM12 = KM12 colon cancer cells; hit rate 5% among 82,000; AID 1794800
Starred values were filed as active, the others as inactive; . = no result given; [ ] = another dose, or the depositor's remark. The calls were made as follows: active = growth percent below 10; inactive = the rest.

Results follow in this order: HCT-15 | SNB-75 | HT29 | SNB-19 | SW-620 | HCC-2998 | COLO 205 | HCT-116 | KM12
#1 O=C(O)/C=C\C(=O)Nc1ccc(N=Nc2ccccc2)cc1
  104 | . | 112 | 99 | 109 | 100 | 112 | 102 | 103
#2 COc1cccc(CNc2ccc(C)c(Cl)c2)c1OC
  111 | 84 | 94 | 112 | 111 | 99 | 100 | 105 | 101
#3 C=CCN=C(N)SCCCCCCSC(N)=NCC=C
  96 | 99 | 73 | 102 | 95 | 93 | 86 | 76 | 97
#4 Cc1ccc(Nc2nnc(-c3cc(F)c(F)c(F)c3)o2)cc1
  73 | 119 | 53 | 99 | 108 | 105 | 72 | 36 | 106
#5 O=C(Oc1ccc(Br)cc1)c1ccccc1
  95 | 95 | 90 | 104 | 109 | 104 | 93 | 82 | 97
#6 C/C=C(\C)C(=O)OCC
  93 | 83 | 97 | 100 | 107 | 98 | 116 | 98 | 109
#7 CC(=O)NCCN
  94 | 90 | 101 | 99 | 107 | 97 | 106 | 102 | 113
#8 C#CCNC(=O)CC[C@@H](C)[C@H]1CC[C@H]2[C@@H]3CC[C@@H]4CC(=O)CC[C@]4(C)[C@H]3CC[C@]12C
  1.9*[100 µM] | -58*[100 µM] | -25*[100 µM] | 15[100 µM] | -58*[100 µM] | 0.2*[100 µM] | -71*[100 µM] | -1.2*[100 µM] | -27*[100 µM]
#9 CCCN(CCC)C(=O)C(c1ccccc1)C(O)(c1ccccc1)c1ccccc1 (centres undefined)
  83 | 83 | 72 | 91 | 92 | 89 | 106 | 67 | 73
#10 CN(C)c1ccc(S(=O)Nc2ccccc2)cc1 (centres undefined)
  106 | 100 | 86 | 94 | 82 | 99 | 110 | 104 | 101
#11 CCCCCC(=O)c1ccco1
  97 | 95 | 103 | 110 | 107 | 109 | 113 | 101 | 105
#12 CC(C)(C)CC(C)(O)C(C)(O)CC(C)(C)C (centres undefined)
  103 | 88 | 111 | 106 | 105 | 96 | 103 | 105 | 103
#13 COc1ccc(C(CC(N)=O)C(=O)O)cc1 (centres undefined)
  102 | 95 | 117 | 117 | 104 | 114 | 117 | 102 | 110
#14 C/C(O)=C(\C=N\C(N)=S)C(=O)Nc1ccccc1
  110 | 88 | 101 | 100 | 110 | 110 | 104 | 102 | 104
#15 COc1ccc(-c2nc3sccn3c2-c2cc(-c3cc(OC)c(OC)c(OC)c3)on2)cc1
  97 | 77 | 86 | 87 | 105 | 98 | 94 | 86 | 90
#16 CCN1C(=O)N(CC)C2C1NN=c1s/c(=C\c3ccc[nH]3)c(=O)n12 (centres undefined)
  24 | -24* | -10* | 25 | 17 | 33 | 4.6* | 17 | 8.2*
#17 CCN1C(=O)N(CC)C2Nn3c(s/c(=C\c4ccccc4F)c3=O)=NC21 (centres undefined)
  27 | 55 | 17 | 45 | 38 | 36 | 8.0* | 17 | 28
#18 CC(C)Cn1cnc2c(SCc3ccccc3Cl)nc(N)nc21
  55 | 83 | 69 | 97 | 92 | 82 | 79 | 46 | 74
#19 C=CCC(OC(C)=O)c1ccc2c(c1)OCO2 (centres undefined)
  106 | 90 | 104 | 103 | 103 | 105 | 101 | 107 | 103
#20 CCc1c(-c2cc3c(cn2)CCCC3)[nH]c2ccccc12
  97 | 90 | 110 | 98 | 106 | . | 113 | 104 | 83
#21 COc1ccc(-c2nc(-c3c[nH]c4ccccc34)cs2)cc1
  93 | 102 | 94 | 103 | 101 | . | 131 | 94 | 95
#22 O=C1N[C@@H]2NC(=[N+]3CCOCC3)N[C@@H]2N1
  104 | 94 | 110 | 96 | 99 | 108 | 115 | 104 | 107
#23 C/C=C(/C)n1cnc2c(Nc3ccccn3)nc(Cl)nc21
  103 | 88 | 98 | 107 | 103 | 103 | 114 | 104 | 109
#24 O=C(CCCCCCC(=O)Nc1ccc(C(=O)/C=C/c2cn(-c3ccccc3)nc2-c2ccc([N+](=O)[O-])cc2)cc1)NO
  96 | 103 | 87 | 84 | 83 | 100 | 91 | 71 | 91
#25 CCOC(=O)n1cc(-c2nonc2-c2c[nH]c3ccccc23)c2ccccc21
  45 | 47 | 45 | 87 | 57 | 87 | 78 | 51 | 41
#26 Cc1ccc(-c2nn(-c3ccccc3)cc2/C=C/C(=O)NNC(=O)Nc2ccc(F)cc2)cc1
  97 | 94 | 95 | 97 | 109 | 115 | 108 | 89 | 111
#27 CCN(CC)CCCCNc1ccc(NCCCCN(CC)CC)c2c1C(=O)c1ccccc1C2=O
  76 | 142 | -55* | 106 | -8.0* | . | 76 | -58* | 27
#28 COc1ccc(-n2nc(C(=O)NCc3cc(F)cc(F)c3)nc2-c2cc(OC)c(OC)c(OC)c2)cc1OC
  94 | 65 | 99 | 92 | 98 | 110 | 98 | 84 | 100
#29 CCCC(=O)C(CC)C(=O)Nc1ccccc1 (centres undefined)
  89 | 91 | 108 | 111 | 107 | 115 | 110 | 105 | 103
#30 N#Cc1cn(-c2ncc(C(N)=O)c(N)n2)nc1-c1ccc(Cl)cc1
  75 | 103 | 77 | 95 | 93 | 90 | 107 | 77 | 88

Values by screen from above.
SW-620, compounds 5 to 8, in order: 109, 107, 107, -58*[100 µM]

An excerpt from above, limited to KM12 and SW-620.
nr | SMILES | KM12 | SW-620
9 | CCCN(CCC)C(=O)C(c1ccccc1)C(O)(c1ccccc1)c1ccccc1 (centres undefined) | 73 | 92
10 | CN(C)c1ccc(S(=O)Nc2ccccc2)cc1 (centres undefined) | 101 | 82
11 | CCCCCC(=O)c1ccco1 | 105 | 107

Another view of 2 compounds above.
9: CCCN(CCC)C(=O)C(c1ccccc1)C(O)(c1ccccc1)c1ccccc1 (centres undefined)
10: CN(C)c1ccc(S(=O)Nc2ccccc2)cc1 (centres undefined)
entry no.,9,10
HCT-15,83,106
SNB-75,83,100
HT29,72,86
SNB-19,91,94
SW-620,92,82
HCC-2998,89,99
COLO 205,106,110
HCT-116,67,104
KM12,73,101

Later entries
Results follow in this order: HCT-15 | SNB-75 | HT29 | SNB-19 | SW-620 | HCC-2998 | COLO 205 | HCT-116 | KM12
#31 Cc1ccc(/C(CCC(=O)O)=N/NC(=O)c2ccccc2)cc1
  111 | 97 | 104 | 106 | 106 | 120 | 112 | 99 | 103
#32 N#Cc1c(-c2ccc(Cl)cc2)nc(N2NC(=O)CC2=N)nc1N1CCOCC1
  100 | 75 | 99 | 90 | 95 | 99 | 94 | 99 | 101
#33 c1cc(CCCc2ccncc2)ccn1
  109 | 106 | 96 | 103 | 102 | 104 | 109 | 104 | 108
#34 Fc1ccc(-c2cc3nc(C(Cl)Cl)nc(-c4ccccc4)n3n2)cc1
  7.3* | -30* | -41* | -6.5* | -50* | -47* | -72* | -55* | -38*
#35 NC(=O)c1ccc(OC(F)(F)C(F)Cl)cc1OC(F)(F)C(F)Cl (centres undefined)
  104 | 98 | 110 | 108 | 97 | 99 | 111 | 106 | 101
#36 O=C1[C@@H]2Cc3c([nH]c4ccccc34)[C@H](c3ccc(Cl)cc3)N2C(=O)CN1C1CCN(Cc2c(Cl)cccc2Cl)CC1
  86 | 84 | 81 | 88 | 91 | 97 | 97 | 78 | 92
#37 Cn1c(=O)c2[nH]c(C(O)c3ccc(Cl)cc3)nc2n(C)c1=O (centres undefined)
  102 | 80 | 105 | 96 | 90 | 98 | 102 | 95 | 97
#38 O=C1Nc2ccc(Cl)cc2C1(Cl)Cl
  99 | 93 | 109 | 95 | 98 | 108 | 112 | 104 | 102
#39 C=CCSC(C)(C)C(N)=O
  103 | 90 | 95 | 104 | 106 | 105 | 120 | 102 | 104
#40 O=C(Nc1cc(=O)[nH]c(SCC(=O)N2CCN(c3cc4c(cc3F)c(=O)c(C(=O)O)cn4C3CC3)CC2)n1)c1ccccc1
  91 | 90 | 105 | 85 | 104 | 86 | 92 | 70 | 94
#41 CC(C)(C)c1cc(C(=O)N2CCC(C(=O)NCCN)CC2)cc(C(C)(C)C)c1
  103 | 79 | 81 | 88 | 103 | 106 | 99 | 99 | 105
#42 CC1(C)CCC(C)(C)c2c([N+](=O)[O-])cc([N+](=O)[O-])cc21
  102 | 83 | 95 | 115 | 107 | 105 | 119 | 89 | 101
#43 Cc1ccc(-[n+]2noc([O-])c2C2=NN(c3ccccc3)C(c3ccccc3)C2)cc1 (centres undefined)
  99 | 82 | 108 | 95 | 96 | 109 | 104 | 100 | 102
#44 c1cnc2nc3c(cc2c1)oc1ccccc13
  101 | 77 | 105 | 92 | 99 | 100 | 109 | 101 | 98
#45 Fc1ccc(C(F)(F)F)cc1-n1cc(-c2ccc(Br)cc2)oc1=Nc1ccc(Nc2ncnc3sc4c(c23)CCCC4)cc1
  90 | 78 | 97 | 102 | 119 | 116 | 109 | 96 | 34
#46 O=C1/C(=C/c2ccc(-c3cccc(C(F)(F)F)c3)o2)SC(=S)N1CCCN1CCOCC1
  100 | 108 | 103 | 102 | 92 | 105 | 99 | 101 | 105
#47 Cc1ccc(NC(=O)Nc2cccnc2)cc1NC(=O)Nc1cccnc1
  84 | 96 | 90 | 94 | 108 | 88 | 118 | 90 | 87
#48 CCOC(=O)OC(C)C(=O)OCC (centres undefined)
  100 | 83 | 105 | 98 | 108 | 97 | 109 | 100 | 98
#49 Cc1nc2c(O)cccc2cc1CO
  109 | 78 | 100 | 104 | 108 | 103 | 142 | 107 | 113
#50 CCCCCC/C=C\C(=O)OC
  98 | 100 | 99 | 117 | 107 | 108 | 99 | 105 | 116
#51 c1ccc(N=C(Nc2ccccc2)Nc2ccccc2)cc1
  97 | 104 | 90 | 112 | 98 | 80 | 120 | 81 | 92
#52 N#Cc1nc(-c2ccc(Cl)cc2)cc(-c2ccc(Nc3nc(N4CCCCC4)nc(N4CCCCC4)n3)cc2)c1N
  108 | 82 | 113 | 104 | 99 | 112 | 113 | 102 | 107
#53 Cc1nc2ncccc2c(=O)n1-c1ccc(S(=O)(=O)Nc2ncccn2)cc1
  102 | 91 | 95 | 100 | 102 | 101 | 100 | 83 | 100
#54 COc1cc2cc(Oc3ccc(NC(=O)c4ccc(Br)c(C)c4)cc3)c(C)nc2cc1OC
  79 | 86 | 51 | 86 | 105 | 116 | 98 | 63 | 87
#55 Cc1ccc(CCC(=O)Nc2ncc(Cc3cc(Cl)ccc3Cl)s2)o1
  13 | -1.7* | 4.9* | 22 | 21 | 8.6* | 2.6* | 9.1* | 15
#56 Nc1nc2c(N=Nc3ccc(Br)cc3)c(N)nn2c(-c2ccc(F)cc2)c1-c1nc2ccccc2s1
  93 | 90 | 106 | 86 | 103 | 105 | 111 | 97 | 104
#57 O=C(O)c1cc2cc(O)ccc2[nH]1
  94 | 91 | 101 | 112 | 106 | 107 | 106 | 105 | 105
#58 [O-][n+]1cccc2ccccc21
  101 | 85 | 105 | 95 | 89 | 103 | 112 | 91 | 97
#59 COc1ccc(S(=O)(=O)N2CC3(COC3)C2)cc1NC(=O)c1[nH]c(C)c2c1CCCCC2=O
  70 | 19 | 19 | 55 | 73 | 59 | 38 | 52 | 55
#60 COc1ccc(-c2c(NC(C)=O)noc2-c2cccc(OC)c2)cc1
  93 | 89 | 101 | 89 | 107 | 102 | 100 | 99 | 101

Ordered by molar mass (lowest first): 4 of the compounds above.
Results follow in this order: HCT-15 | SNB-75 | HT29 | SNB-19 | SW-620 | HCC-2998 | COLO 205 | HCT-116 | KM12
#51 c1ccc(N=C(Nc2ccccc2)Nc2ccccc2)cc1
  97 | 104 | 90 | 112 | 98 | 80 | 120 | 81 | 92
#34 Fc1ccc(-c2cc3nc(C(Cl)Cl)nc(-c4ccccc4)n3n2)cc1
  7.3* | -30* | -41* | -6.5* | -50* | -47* | -72* | -55* | -38*
#46 O=C1/C(=C/c2ccc(-c3cccc(C(F)(F)F)c3)o2)SC(=S)N1CCCN1CCOCC1
  100 | 108 | 103 | 102 | 92 | 105 | 99 | 101 | 105
#36 O=C1[C@@H]2Cc3c([nH]c4ccccc34)[C@H](c3ccc(Cl)cc3)N2C(=O)CN1C1CCN(Cc2c(Cl)cccc2Cl)CC1
  86 | 84 | 81 | 88 | 91 | 97 | 97 | 78 | 92

(continued)
Results follow in this order: HCT-15 | SNB-75 | HT29 | SNB-19 | SW-620 | HCC-2998 | COLO 205 | HCT-116 | KM12
#61 CN1CCc2c(sc3ncnc(N/N=C/c4ccc(F)cc4)c23)C1
  96 | 87 | 104 | 97 | 102 | 109 | 109 | 101 | 96
#62 CC(C)(O)C(Br)(Br)Br
  87 | 95 | 109 | 100 | 105 | 117 | 122 | 107 | 109
#63 Nc1ccc(C(=O)Nc2ccc(C(=O)Nc3ccc4c(O)cc(S(=O)(=O)O)cc4c3)cc2)cc1
  99 | 91 | 109 | 104 | 111 | . | 110 | 104 | 109
#64 O=C(c1ccc2ccccc2c1)c1ccccc1Cc1cccc(C(F)(F)F)c1
  97 | 80 | 88 | 97 | 95 | . | 108 | 89 | 107
#65 O=C(Nc1ccccc1)Nc1ccc(Oc2ncnc3sc4c(c23)CCCC4)cc1
  49 | 46 | 74 | 63 | 92 | 90 | . | 67 | 46
#66 N#Cc1nc(-c2ccccc2)oc1N1CCN(S(=O)(=O)c2ccc(F)cc2)CC1
  85 | . | 76 | 73 | 102 | 93 | 92 | 83 | 76
#67 COc1ccc(-n2nc(C)c3c(Oc4ccc(NC(=O)Nc5cc(C(F)(F)F)ccc5F)cc4)ncnc32)cc1
  40 | 65 | 70 | 77 | 73 | 86 | 79 | 50 | 50
#68 CC1=Nc2cccc3cccc(c23)N=C(C)C1
  107 | 100 | 117 | 103 | 103 | 117 | 115 | 98 | 109
#69 CCOC(=O)C1CCN(C(=O)CN2C(=O)c3ccccc3C2c2c[nH]c3ccccc23)CC1 (centres undefined)
  96 | 95 | 88 | 93 | 77 | 101 | 89 | 74 | 102
#70 COc1ccc2ccccc2c1/C=C1\SC(=Nc2ccc(O)cc2)NC1=O
  4.6* | 78 | 0.4* | 25 | 35 | -0.3* | -22* | 2.3* | 17
#71 O=C(CCCCCNC(=O)c1nc(-c2ccccc2)n(-c2ccccc2)n1)NO
  101 | 93 | 111 | 101 | 107 | 105 | 101 | 87 | 102
#72 CN(C)c1ccc(N2C(N)=NC(N)=NC2(C)C)cc1
  97 | 99 | 99 | 91 | 99 | 106 | 104 | 101 | 101
